# CCR6 antag: CCR6 receptor antagonists, primary screen, cell-based, CHO-K1, luminescence, beta-arrestin, uHTS. C-C chemokine receptor type 6 (Homo sapiens), P51684. CHO-K1 CCR6 PathHunter beta-arrestin, CCL20-stimulated. inhibition, % at 20 µM. 340,000 compounds, 0.49% hits. AID 493098, 2011;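 active = compounds whose inhibition of the agonist-driven luminescence signal at 20 µM reaches about 50%, limit read from the data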;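 also: cells stimulated with CCL20 at 14 nM final; plate controls were DMSO with CCL20 for no effect and DMSO without agonist for full effect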
# Target sequence (P51684 whole entry, looked up): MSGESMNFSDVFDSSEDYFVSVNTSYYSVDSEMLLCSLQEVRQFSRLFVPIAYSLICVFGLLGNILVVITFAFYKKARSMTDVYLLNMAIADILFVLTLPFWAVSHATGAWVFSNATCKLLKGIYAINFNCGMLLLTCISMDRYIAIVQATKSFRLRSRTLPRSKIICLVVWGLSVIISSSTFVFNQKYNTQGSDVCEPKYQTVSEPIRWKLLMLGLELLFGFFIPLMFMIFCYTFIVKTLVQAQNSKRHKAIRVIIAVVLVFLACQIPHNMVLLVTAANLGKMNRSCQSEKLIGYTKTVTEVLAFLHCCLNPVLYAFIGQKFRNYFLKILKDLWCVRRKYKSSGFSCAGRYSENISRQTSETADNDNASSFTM
# XBP1 UPR activ: activators of adaptive XBP1 UPR arm, primary screen, cell-based, CHO-XBP1 luciferase reporter, luminescence, uHTS. activation, % at 20 µM. 330,000 compounds, 0.33% hits. IRE1-XBP1 UPR activation; percent of tunicamycin response, DMSO as zero;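 active = versus positive control, 20 µM dose yields 30% or more activation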;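 also: 100% = tunicamycin at 10 µg/mL and 0% = DMSO only wells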
#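 Assay system: IRE1-XBP1 luciferase reporter CHO line. Input: 1000 cells/well. Buffer or medium: F12 with 10% serum. Doses: 20 µM, 1% DMSO. Times: overnight seeding at 37 °C, 6 h compound treatment at 37 °C. Technique: Steady-Glo luciferase glow luminescence, 10 min after reagent addition.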
# APJ antag: antagonists of human apelin receptor APJ, primary screen, CHO-K1 cells, beta-arrestin complementation, luminescence. inhibition, % at 20 µM. 330,000 compounds, 0.32% hits. AID 2521, 2010;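 active = inhibition above about 40% at 20 µM, limit read from the data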;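 also: cells challenged with 10 nM apelin-13 agonist together with compound; plate controls were apelin-13 plus DMSO wells for no effect and DMSO wells lacking apelin-13 for full effect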
# APJ ag: agonists of human apelin receptor APJ, primary screen, CHO-K1 cells, PathHunter beta-arrestin, luminescence; P35414; 0% DMSO wells, 100% apelin; activation, % at 20 µM; 330,000 compounds, 0.11% hits; AID 2520, 2010;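 active = activation more than six SD over the plate average, tested at 20 µM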;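 also: 0% = DMSO alone and 100% = apelin-13 at 10 nM; some results filed as inactive read as strong as hits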
#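 Material: CHO-K1 APJ beta-arrestin complementation cell line; Input: cell density 1000 per well; Incubation: compound stimulation 90 min at 25 °C, detection 60 min; Signal: luminescence from split beta-galactosidase complementation, Galacton Star/Emerald II substrate; Controls: DMSO-only wells as negative, 10 nM Apelin-13 as positive control.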
# CXCR6 block: CXCR6 receptor inhibitors, primary screen, cell-based, beta-arrestin, luminescence, CHO-K1 PathHunter, 1536-well; C-X-C chemokine receptor type 6 (Homo sapiens), O00574; inhibition, % at 20 µM; 360,000 compounds, 0.36% hits; in the data active = inhibition above about 34%, passing the limit was not always enough;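 also: antagonist mode with CXCL16 agonist at 10 nM final; 0% = 10 nM CXCL16 with DMSO and 100% = unstimulated wells without agonist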
# Target sequence (O00574 whole entry, looked up): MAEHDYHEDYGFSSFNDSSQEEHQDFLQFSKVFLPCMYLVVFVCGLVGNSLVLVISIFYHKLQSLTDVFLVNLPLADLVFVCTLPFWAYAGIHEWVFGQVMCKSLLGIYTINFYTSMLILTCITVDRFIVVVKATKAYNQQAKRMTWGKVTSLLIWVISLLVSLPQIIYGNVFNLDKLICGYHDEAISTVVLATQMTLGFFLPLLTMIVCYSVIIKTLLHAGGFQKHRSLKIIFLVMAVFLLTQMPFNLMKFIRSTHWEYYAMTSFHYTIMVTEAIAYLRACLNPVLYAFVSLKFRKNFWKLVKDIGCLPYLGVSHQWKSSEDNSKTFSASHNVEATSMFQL
# tim23-1 inh: growth inhibitors of tim23-1 mutant yeast, primary screen, luminescence, uHTS; 330,000 compounds, 1.3% hits; inhibition, % at 20 µM; S. cerevisiae tim23-1 growth, BacTiter-Glo luminescence, 24 h;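 active = growth inhibition of the mutant yeast at or above 50%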;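 also: temperature-sensitive mutant grown at 25 °C; plate controls were DMSO-treated mutant yeast for no effect and medium wells lacking yeast for full effect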
# CHOP UPR activ: activators of apoptotic CHOP UPR arm, primary screen, cell-based, CHO-CHOP luciferase reporter, luminescence, uHTS; UPR activation; percent of tunicamycin response over DMSO baseline; activation, % at 10 µM; AID 449763, 2010; 330,000 compounds, 0.34% hits;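 active = at 10 µM dose, activation of 40% or more, normalized to positive control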;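 also: 100% = tunicamycin at 10 µg/mL and 0% = DMSO alone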
#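 Dosing – one dose, 10 µM in 0.5% DMSO · System – CHO-CHOP cells, stable luciferase reporter of PERK-eIF2a-CHOP signalling · Input – 500 cells/well · Control set – tunicamycin 10 µg/mL final as positive, DMSO-only wells as negative · Timing – 6 h compound treatment, 37 °C · Measure – % activation vs tunicamycin · Technique – luminescence read with Steady-Glo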
# Mdm2 MdmX PPI: inhibitors of human Mdm2-MdmX association, primary screen, cell-based, luminescence, split luciferase, SaOS-2, uHTS; Protein Mdm4 (Homo sapiens) + E3 ubiquitin-protein ligase Mdm2 (Homo sapiens), …; inhibition, % at 8 µM; SaOS-2 split-luciferase Mdm2/MdmX complementation; 330,000 compounds, 3% hits;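 active = inhibition of at least 50% at 8 µM in the primary screen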
# EBI2 block: EBI2 receptor antagonists, beta-arrestin recruitment, primary screen, cell-based, luminescence, 7a,25-OHC stimulation, uHTS | G-protein coupled receptor 183 (Homo sapiens), P32249 | 7a,25-OHC stimulated | inhibition, % at 5 µM | 360,000 compounds, 0.81% hits | AID 651636, 2012; in the data active = inhibition above about 38%;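 also: enzyme fragment complementation signal reports receptor beta-arrestin coupling in cells; 0% = agonist plus DMSO wells and 100% = wells without agonist; some results beyond the cut were filed as inactive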
# Target sequence (P32249 whole entry, looked up, the tested form may be a part): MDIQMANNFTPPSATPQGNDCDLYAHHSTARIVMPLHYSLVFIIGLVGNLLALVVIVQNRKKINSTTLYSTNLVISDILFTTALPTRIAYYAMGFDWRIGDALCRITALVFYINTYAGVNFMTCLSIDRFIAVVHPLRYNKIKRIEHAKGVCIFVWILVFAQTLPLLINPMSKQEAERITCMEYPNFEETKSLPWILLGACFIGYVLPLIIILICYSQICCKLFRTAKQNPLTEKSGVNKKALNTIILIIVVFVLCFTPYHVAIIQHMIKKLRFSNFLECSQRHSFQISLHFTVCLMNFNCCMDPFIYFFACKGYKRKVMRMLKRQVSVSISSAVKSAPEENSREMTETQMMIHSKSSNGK
# * = called active by the depositor; nt = no result given.
no.	Structure	CCR6 antag	XBP1 UPR activ	APJ antag	APJ ag	CXCR6 block	tim23-1 inh	CHOP UPR activ	Mdm2 MdmX PPI	EBI2 block
1	CCC1CCC/C1=N\NC(=O)c1ccoc1C (stereo unspecified)	5	0	11	-3	-3	-4	2.1	10	5
2	COc1ccc(/C=N/N2CCN(c3ccccc3)CC2)cc1Br	8	-4	-2	1	-10	12	3.7	3	14
3	COc1ccc(-c2n[nH]c(=S)n2Cc2ccccc2)cc1	-2	-3	5	-2	-5	27	1.0	25	4
4	O=C(OCc1ccc(Cl)cc1)c1cnccn1	12	-1	0	-1	0	10	-1.6	0	5
5	CCCc1nc2ccccc2c(=O)n1/N=C/c1ccc(O)cc1O	8	3	15	-3	-2	18	-3.0	-7	-3
6	Cn1cnc(C(=O)NC2CCN(C(=O)OC(C)(C)C)CC2)c1C(=O)NC1CCN(C(=O)OC(C)(C)C)CC1	14	1	4	0	10	4	0.7	6	0
7	N#Cc1ccc(COC(=O)c2cc(=O)c3ccccc3o2)cc1	14	0	-2	-3	4	7	-0.3	-2	4
8	CCOc1ccc(CNc2nc3ccccc3n2C)cc1	11	1	4	-2	-12	-20	6.0	-54	-13
9	CC(C)N(C(=O)Cn1cc(S(=O)(=O)CC(=O)NC2CCCCC2)c2ccccc21)C(C)C	-1	-2	3	0	6	1	0.1	-24	9
10	CCCC(=O)Nc1cccc(Oc2ccc3c(c2)C(=O)NC3=O)c1	-2	-2	4	-2	2	29	-0.2	27	-14
11	COc1cc(/C=C2/NC(=O)N(Cc3ccccc3F)C2=O)ccc1Oc1ccc([N+](=O)[O-])cn1	8	-4	-21	-1	6	-3	2.7	14	18
12	CCS(=O)(=O)N1Cc2ccccc2CC1C(=O)OCC(=O)Nc1ccc(C)cc1 (stereo unspecified)	17	2	10	2	-1	34	-0.6	32	-7
13	COc1ccc(C(=O)Nn2c(SCC(=O)NCc3ccccc3)nc3ccccc3c2=O)cc1	-2	-3	2	2	-5	6	-2.0	38	6
14	Cc1cc(NC(=O)CSc2nnc(-c3ccco3)n2CC2CCCO2)no1 (stereo unspecified)	3	1	21	-2	-9	3	-2.3	5	-8
15	CC(=O)c1ccc(Nc2cc(C)nc3c(C)cccc23)cc1	22	2	12	0	3	4	3.3	33	-6
16	COc1cccc(OC)c1C(=O)NCCN1CCN(C(=O)c2c(OC)cccc2OC)CC1	-6	0	-2	-1	-3	8	-1.3	10	3
17	O=C(CNC(=O)N1CC(=O)Nc2ccccc21)Nc1nccs1	0	-3	13	-3	5	2	1.8	9	2
18	CCN1C(=O)N[C@@H](CCc2ccccc2)[C@@H](C(=O)OC)[C@H]1C	-4	0	-46	2	5	9	1.5	1	-7
19	O=C(/C=C/c1ccco1)NC(=S)Nc1nc(-c2ccc3ccccc3c2)cs1	18	13	23	-4	16	1	0.1	78*	13
20	C/C(=N\NC(=O)c1ccccc1O)c1ccc(NC(=O)Cc2ccccc2)cc1	9	-3	14	-1	8	-12	3.6	51*	-2
21	CCn1cc(C(=O)N2CC(C)CC(C)C2)c(=O)c2cc(S(=O)(=O)N3CCOCC3)ccc21 (stereo unspecified)	4	-1	-1	-2	3	12	-1.7	7	-4
22	CCC(=O)Nc1ccc(NC(=S)Nc2ccccc2)cc1	2	-2	10	1	3	17	-3.5	19	-5
23	CC(=O)c1c(C)oc2ccc(N(C(C)=O)S(=O)(=O)c3cccc([N+](=O)[O-])c3)cc12	-2	1	3	1	-18	-2	-0.7	13	-1
24	C/C(=N\NC(=O)c1cc(-c2ccccc2C)nc2ccccc12)c1cccnc1	-7	-6	-13	7	-17	3	-2.0	13	-5

# Entries listed so far that contain a halogen, in the order listed:
no.	Structure	CCR6 antag	XBP1 UPR activ	APJ antag	APJ ag	CXCR6 block	tim23-1 inh	CHOP UPR activ	Mdm2 MdmX PPI	EBI2 block
2	COc1ccc(/C=N/N2CCN(c3ccccc3)CC2)cc1Br	8	-4	-2	1	-10	12	3.7	3	14
4	O=C(OCc1ccc(Cl)cc1)c1cnccn1	12	-1	0	-1	0	10	-1.6	0	5
11	COc1cc(/C=C2/NC(=O)N(Cc3ccccc3F)C2=O)ccc1Oc1ccc([N+](=O)[O-])cn1	8	-4	-21	-1	6	-3	2.7	14	18

# Going on with the list:
no.	Structure	CCR6 antag	XBP1 UPR activ	APJ antag	APJ ag	CXCR6 block	tim23-1 inh	CHOP UPR activ	Mdm2 MdmX PPI	EBI2 block
25	CCCn1c(=O)c2[nH]c(-c3ccc(OCC(=O)Nc4ccc(C#N)cc4)cc3)nc2n(CCC)c1=O	5	-8	-1	-1	3	-2	1.9	53*	5
26	COc1ccc(C(CNC(=O)c2cccnc2SC)N2CCOCC2)cc1 (stereo unspecified)	8	-3	30	4	11	8	-2.0	-6	-12
27	O=C(Nc1ccc(O)cc1)c1ccc2c(c1)C(=O)N(Cc1ccccc1)C2=O	-1	-5	-24	1	-8	2	4.5	3	57*
28	Cc1cc(C(=O)NCCc2ccc(Cl)cc2)n(-c2ccccc2)n1	-3	0	6	1	-1	13	0.0	-22	1
29	CCCCN(C(=O)c1ccc(Cl)c(S(=O)(=O)N2CCOCC2)c1)c1c(N)n(CCC)c(=O)[nH]c1=O	7	-1	10	-2	-15	22	-1.7	8	1
30	CC(NS(C)(=O)=O)C(c1cccs1)N1CCN(c2ccccc2)CC1 (stereo unspecified)	-4	-4	14	-1	0	24	-0.5	-10	-10
31	CC1(C)C2CC=C(/C=N/NC(=O)C3CC3)C1C2 (stereo unspecified)	2	-2	5	-5	-1	10	1.5	27	-1
32	O=C(NCc1ccncc1)C(=O)NCC(c1ccco1)N1CCN(c2ccccc2)CC1 (stereo unspecified)	11	-2	0	-3	-6	5	0.2	20	12
33	COc1cc(S(=O)(=O)N(Cc2ccccn2)Cc2ccco2)ccc1-n1cnnn1	11	-3	28	-2	-1	20	-0.6	4	5
34	Cc1ccc(-n2cccn2)c([C@@H]2C[C@H]3CN(C)C(=O)[C@]34CCCN24)c1	-6	-2	0	-3	2	13	-1.2	5	4
35	O=[N+]([O-])c1ccc(N2CCN(C(=S)Nc3cccc(F)c3)CC2)cc1	17	3	13	1	-3	1	2.2	27	6
36	Cc1ccc(S(=O)(=O)Nc2ccc3c(c2)nc(CCN2CCCC2)n3C)cc1	-3	-6	-16	2	11	10	1.8	49	2
37	COc1ccc(Cl)cc1C(=O)NN=C1CCCC1	6	-1	-7	2	12	4	-1.8	13	-2
38	CCOC(=O)NC(=S)Nc1cccc(NC(=S)NC(=O)OCC)c1	12	-3	4	-2	3	12	-1.0	23	-11
39	O=C(NNC(=O)c1cccs1)c1ccc(Cl)c(S(=O)(=O)N2CCCC2)c1	17	1	-3	-3	8	6	0.7	-15	-7
40	CCCC(CCC)C(=O)Nc1c[nH]c(=O)[nH]c1=O	-8	-3	2	-4	-1	-3	0.0	-4	-5
41	CCNC(=O)/C(=C\c1ccc2c(c1)OCO2)NC(=O)c1ccc(Br)cc1	1	-1	9	-4	6	3	2.1	-35	-1
42	CCS(=O)(=O)N1CCC(C(=O)NCc2cc(OC)ccc2OC)CC1	9	-3	3	7	-4	6	-2.6	6	-11
43	Cc1cc(C(=O)CN2C(=O)C3CC=CCC3C2=O)c(C)n1-c1ccccc1 (stereo unspecified)	-1	-2	-7	-4	4	39	-1.0	0	2
44	Cc1ccccc1CC(=O)NC1CCN(C)CC1	-2	-1	12	-2	-7	10	0.5	1	11
45	Cc1nn(Cc2ccc(Cl)cc2)c(C)c1N	13	0	10	-4	0	5	0.6	-5	6
46	Cc1ccc(Cn2c(SCC(=O)NCC3CCCO3)nc3c2c(=O)n(C)c(=O)n3C)cc1 (stereo unspecified)	5	1	-11	1	0	16	2.0	12	10
47	C=CCc1c(C)nc2c(OC)cccc2c1Cl	4	4	6	-5	-5	40	1.4	-20	1
48	CCOC(=O)c1c(C)nn(-c2ncccc2NC(=O)CCC(=O)O)c1C	6	0	-20	-3	2	6	0.1	-19	3

# Shown field by field: entries from further up
16) COc1cccc(OC)c1C(=O)NCCN1CCN(C(=O)c2c(OC)cccc2OC)CC1
  CCR6 antag = -6; XBP1 UPR activ = 0; APJ antag = -2; APJ ag = -1; CXCR6 block = -3; tim23-1 inh = 8; CHOP UPR activ = -1.3; Mdm2 MdmX PPI = 10; EBI2 block = 3
17) O=C(CNC(=O)N1CC(=O)Nc2ccccc21)Nc1nccs1
  CCR6 antag = 0; XBP1 UPR activ = -3; APJ antag = 13; APJ ag = -3; CXCR6 block = 5; tim23-1 inh = 2; CHOP UPR activ = 1.8; Mdm2 MdmX PPI = 9; EBI2 block = 2

# (next part)
no.	Structure	CCR6 antag	XBP1 UPR activ	APJ antag	APJ ag	CXCR6 block	tim23-1 inh	CHOP UPR activ	Mdm2 MdmX PPI	EBI2 block
49	CCN1C(=O)[C@H]2[C@@H](c3ccc(-c4ccc5c(c4)OCO5)c(OC)c3)N[C@@](C)(C(=O)OC)[C@H]2C1=O	8	-1	5	-3	2	23	1.1	21	-4
50	COc1cccc(-n2c(CCn3nc(C)c([N+](=O)[O-])c3C)n[nH]c2=S)c1	10	-2	-16	-1	-5	1	0.0	-1	1
51	Cc1cccc(CN2CCC(CNC(=O)CCNC(=O)Cn3ccc4ccccc4c3=O)CC2)c1	7	0	15	2	6	5	0.8	-12	-12
52	COc1ccc(-c2ccc(SCC(=O)NCc3ccco3)nn2)cc1	-9	4	-28	-2	4	10	2.2	-5	2
53	CCN1C[C@@H]2[C@@H]3C(=O)N(Cc4ccccc4)C(=O)[C@@H]3[C@](C)(C(=O)OC)N2C1=NC	4	0	nt	nt	1	31	-0.2	12	-5
54	CC1=CC(C)(C)N(C(=O)CSc2nnc(-c3ccccc3)o2)c2ccc(C)cc21	24	-2	9	-2	12	-65	0.4	21	11
55	CC(Oc1ccc(Cl)cc1Cl)C(=O)NCCCCc1ccccc1 (stereo unspecified)	13	-1	6	-1	1	5	2.0	10	2

# In the list so far, these have a thiophene ring, fused or not.
no.	Structure	CCR6 antag	XBP1 UPR activ	APJ antag	APJ ag	CXCR6 block	tim23-1 inh	CHOP UPR activ	Mdm2 MdmX PPI	EBI2 block
30	CC(NS(C)(=O)=O)C(c1cccs1)N1CCN(c2ccccc2)CC1 (stereo unspecified)	-4	-4	14	-1	0	24	-0.5	-10	-10
39	O=C(NNC(=O)c1cccs1)c1ccc(Cl)c(S(=O)(=O)N2CCCC2)c1	17	1	-3	-3	8	6	0.7	-15	-7

# An excerpt; the hit share may differ from the screen's.
